Screens: PubChem, National Center for Advancing Translational Sciences (NCATS)
Glioma ERSR ind – ER stress response induction in glioma | Potency, µM, without a hit: at the highest dose activation, usual class: activators | U87-MG GRP78 promoter luciferase reporter, 16 h | hit rate 0.02% among 420,000; also: potency is read from the fitted curve at half-maximal effect; series mostly up to about 76 µM; % of control where 0% means no effect; nearly all actives have a fitted effect of over 35% in size
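ERSR induction read as luciferase luminescence (Bright-Glo, 10 min at room temperature) in stably transfected human U87-MG glioma cells exposed to compounds for 16 h, using GRP78 as sensor.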
D1 agonist – human D1 receptor agonism; P21728; AID 504660; hit rate 1% among 360,000; HEK293 T-REx D1 cells, calcium flux, agonist mode; activation, % at 2 µM; in the data active = activation above about 30%; also: 0% is about no effect
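Tetracycline-induced HEK293 TREx D1 cells, force-coupled to calcium signalling, were dye-loaded with a no-wash calcium kit. Compound was pin-added after a 10 s baseline. Fluorescence was read kinetically at 1 cycle/s for 180 s, with calcium rises flagged as agonism.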
D1 potentiator – human D1 dopamine receptor positive modulation. P21728. HEK293 TREx D1 cells, calcium flux, dopamine EC20 potentiation. potentiation, % at 10 µM. hit rate 0.036% among 360,000. AID 504651; in the data active = potentiation above about 30%; also: 0% is about no effect
RXFP1 agonist – agonists of human relaxin receptor RXFP1; HEK293T-RXFP1 cAMP TR-FRET, 30 min; response scale: percent of porcine relaxin response, buffer zero; Potency, µM (top dose mostly 57.5 µM), for inactives: at the top dose activation, actives largely listed as activators; hit rate 0.3% among 370,000; also: potency is read from the fitted curve at half-maximal effect; % is scaled to controls: 0 for no effect and ±100 for the full control effect; nearly all actives have a fitted effect of over 60% in size; many of its hits are not listed in these tables
Target sequence (Q9HBX9 whole entry, looked up): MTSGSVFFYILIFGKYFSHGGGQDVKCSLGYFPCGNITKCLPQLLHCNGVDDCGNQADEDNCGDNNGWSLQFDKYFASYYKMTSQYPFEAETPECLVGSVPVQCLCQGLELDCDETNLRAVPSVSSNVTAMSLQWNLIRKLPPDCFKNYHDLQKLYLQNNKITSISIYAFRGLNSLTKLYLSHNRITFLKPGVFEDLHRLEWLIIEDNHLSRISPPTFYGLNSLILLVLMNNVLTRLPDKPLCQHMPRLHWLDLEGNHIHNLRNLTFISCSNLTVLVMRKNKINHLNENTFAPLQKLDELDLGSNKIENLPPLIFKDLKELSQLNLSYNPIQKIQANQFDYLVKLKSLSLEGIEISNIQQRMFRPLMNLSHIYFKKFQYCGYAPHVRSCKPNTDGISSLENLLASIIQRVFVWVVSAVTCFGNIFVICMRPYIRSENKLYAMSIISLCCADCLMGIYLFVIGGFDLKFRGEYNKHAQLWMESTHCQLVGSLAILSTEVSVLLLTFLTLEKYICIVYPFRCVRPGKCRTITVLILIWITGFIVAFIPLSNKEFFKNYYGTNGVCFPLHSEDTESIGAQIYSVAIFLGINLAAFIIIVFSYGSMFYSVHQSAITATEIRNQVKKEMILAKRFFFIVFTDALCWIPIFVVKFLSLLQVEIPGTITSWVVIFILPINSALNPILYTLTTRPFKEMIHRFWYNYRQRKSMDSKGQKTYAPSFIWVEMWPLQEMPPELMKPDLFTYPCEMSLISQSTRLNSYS
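Agonist response is measured as cAMP accumulation in an RXFP1-transfected HEK293T line under PDE4 inhibition. Values are scaled between buffer-only and 29 nM porcine relaxin, and EC50s come from standard Hill equation fits.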
D1 antagonist – human D1 dopamine receptor antagonism. HEK293 TREx D1 cells, calcium flux, dopamine EC80; stronger effect = lower value. AID 504652. P21728. hit rate 3.2% among 360,000. activity change, negative = inhibition, % at 10 µM; in the data active = activity change below about -30%; also: % is scaled to controls: 0 for no effect and ±100 for the full control effect
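HEK293 T-REx cells expressing inducible, force-coupled D1 receptor; no-wash Ca dye, 30–90 min RT. Cmpd → 180 s read at 1 Hz → EC80 DA → 180 s read.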
Vif-A3G inh – inhibitors of Vif-APOBEC3G interaction; Q9HC16; HeLa A3G-eYFP + Vif (tagged APOBEC3G with the HIV-1 protein that degrades it), YFP fluorescence, overnight; Potency, µM (series often up to 46.1 µM), inactives show at the highest dose activity, negative = active, actives largely listed as inhibitors; hit rate 0.076% among 410,000; AID 602310;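 also: potency is read from the fitted curve at half-maximal effect; % is scaled to controls: 0 for no effect and ±100 for the full control effect; nearly all actives have a fitted effect of over 60% in size; hits raise eYFP signal because A3G escapes Vif-driven loss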
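HeLa cells stably expressing Vif and C-terminally eYFP-tagged A3G, seeded overnight at 37 deg C, then exposed to compound by pintool overnight at 37 deg C. Rise in yellow fluorescence (Ex 488/Em 500-530, Acumen) marks blocked Vif-driven A3G degradation.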
Vif-A3F inh – Vif-A3F binding inhibition | AID 602313 | hit rate 0.2% among 390,000 | HeLa A3F-eYFP + Vif (tagged APOBEC3F with the HIV-1 protein that degrades it), YFP fluorescence increase | Potency, µM (highest dose often 46.1 µM), without a hit: top-dose activity, negative = active; also: potency is read from the fitted curve at half-maximal effect; % of control where 0% means no effect; nearly all actives have a fitted effect of over 65% in size
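HeLa cells stably expressing A3F-eYFP plus Vif, plated and incubated overnight at 37 deg C, then exposed to compounds overnight at 37 deg C. Blocked degradation read as raised yellow fluorescence (Ex 488/Em 500-530).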
D2 potentiator – positive allosteric modulators of human D2 dopamine receptor; HEK293 T-REx D2, calcium flux, EC20 dopamine potentiation; potentiation, % at 10 µM; hit rate 0.34% among 340,000; AID 485347; P14416;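 active = potentiation over 3 SD above the plate norm, cut at about 30% in these data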; also: 0% is about no effect
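Potentiation of an EC20 dopamine calcium response measured kinetically over 180 s, after a preceding 180 s compound-only read flagging agonists. Cells: inducible Hek293 Trex D2 line, 4000/well, cultured overnight at 30 C before dye loading.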
RXFP1 antag – antagonists of human relaxin receptor RXFP1; Q9HBX9; HEK293-RXFP1, relaxin-stimulated cAMP HTRF, 30 min; stronger effect = lower value; activity change, negative = inhibition, % at 57.5 µM; hit rate 0.59% among 350,000; AID 1259400;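 active = activity change of -60% or lower, but not beyond a set lower limit; inconclusive = change between -60% and -40%, or beyond the set limit; inactive = change above -40%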; also: % is scaled to controls: 0 for no effect and ±100 for the full control effect
* = called active by the depositor; u = inconclusive; x = not tested or not shown; & = joins results of further samples. Unless noted, calls follow the shape of the dose curve; as a rule, active = well fitted curve in the direction sought with a large enough effect; inconclusive = small, poorly fitted or top-dose-only effect, or another doubt; inactive = no such curve, though single readings can be large; an effect the other way counts as inactive or inconclusive.

SMILES | Glioma ERSR ind | D1 agonist | D1 potentiator | RXFP1 agonist | D1 antagonist | Vif-A3G inh | Vif-A3F inh | D2 potentiator | RXFP1 antag
CCCNC(=O)C[C@H]1C[C@H]2c3cc(NC(=O)Nc4ccc(F)cc4)ccc3O[C@H]2[C@@H](CO)O1 | -3% | x | x | x | x | 2% | 0% | x | 7
Cc1cccc(NC(=O)Cn2c(O)c(N=NC(=O)c3ccccc3O)c3ccccc32)c1 | -4% | 3 | -5 | 2.0% | -16 | u | -18% | -8 | -40
CCCOc1cc(C)c(S(=O)(=O)n2nnc3ccccc32)cc1C | -1% | -2 | 2 | -0.9% | x | -6% | 0% | -7 | 8
CCNC(=S)N1C2CCC1CC(NC(=O)NC1CCCCC1)C2 (configuration not stated) | -1% | 0 | 1 | 0.0% | -1 | -5% | 4% | 13 | 9
COC(=O)c1ccc(NC(=O)c2c(-c3ccccc3)c(-c3ccccc3)nn(C)c2=O)cc1 | -4% | -1 | -1 | -0.6% | -5 | -1% | -7% | -5 | -5
CCOc1ccc(C(C)=O)cc1Cc1c(O)nc(N)[nH]c1=O | x | 2 | -1 | 0.1% | 8 | x | x | -6 | x
O=C(CN1CCOCC1)NN=C(c1ccccc1)c1ccccc1 | 0% | 5 | 4 | 1.0% | -13 | -1% | 19% | -4 | -4
COc1ccc(C(=O)Nc2c(C)csc2C(=O)O)cc1 | 1% | 2 | 0 | 6.6% | -1 | 1% | 0% | -4 | -7
COCCCNc1nc2c(c(=O)[nH]c(=O)n2C)n1CC(O)COc1ccc(Cl)cc1 (configuration not stated) | -2% | -1 | 3 | 1.2% | 1 | 1% | -2% | -19 | -3
COC(=O)Cn1c(O)c(N=NC(=O)OC)c2ccccc21 | -3% | 2 | -1 | -0.8% | 4 | 6% | 3% | 1 | -5
COc1ccc(C2SCCN2S(=O)(=O)c2ccccc2)cc1 (configuration not stated) | -2% | 8 | -2 | 0.1% | -17 | -1% | -7% | 5 | -2
COc1ccc(OC)c(C2NC(=S)NC(C)=C2C(=O)Nc2ccccn2)c1 (configuration not stated) | -6% | 2 | 2 | -0.8% | 1 | 0% | -24% | 1 | 1
O=C(Nc1cccc([N+](=O)[O-])c1)c1ccc2snnc2c1 | 3% | 7 | -3 | 2.4% | -11 | -3% | 0% | -13 | 3
Cc1cc(NC(=O)c2nn(C)c(C)c2[N+](=O)[O-])no1 | 5% | 5 | -1 | -0.8% | 16 | 0% | 3% | 3 | 2
NC(=O)COC(=O)CNC(=O)c1ccc(Cl)cc1 | -5% | 1 | -6 | 2.5% | 11 | 0% | -11% | -5 | 15
Cc1cc(C)c(NC(=O)COC(=O)C2CCC(=O)N2)c(C)c1 (configuration not stated) | -1% | 3 | -6 | 3.0% | -6 | -1% | 8% | -5 | 1
COc1ccccc1NS(=O)(=O)c1ccc(NC(=O)c2nc3ncccn3n2)cc1 | -6% | 7 | 11 | 1.4% | 9 | -3% | 3% | -25 | -5
CCOc1ccc(NC(=O)CSc2nnc(Cn3c(=O)sc4ccccc43)n2C)cc1 | -3% | 1 | 1 | 0.6% | 16 | -4% | 2% | -2 | x
Cc1cccn2c(=O)c(C=NCCO)c(Nc3ccc(Cl)cc3)nc12 | x | 2 | -3 | -0.4% | -14 | x | x | -4 | x
Cc1ccc(/C=N/NC(=O)c2cc(C)oc2C)o1 | 3% | -1 | -8 | -2.4% | 12 | 2% | -11% | 9 | -13
COc1ccc(OC)c(-c2csc(N(Cc3ccco3)C(=O)c3ccco3)n2)c1 | 1% | 9 | -1 | 0.3% | 7 | -2% | -14% | x | -14
CS(=O)(=O)Cc1cc(Sc2ccccc2)nc(-c2ccncc2)n1 | -3% | 7 | -4 | 0.5% | -19 | 4% | 9% | 11 | u
Cc1sc2ncnc(SCC(=O)Nc3cccc(S(N)(=O)=O)c3)c2c1C | -4% | x | x | x | x | 0% | 2% | x | 12
CS(=O)(=O)c1ccc(Cl)c(NC(=O)c2cc(S(=O)(=O)N3CCOCC3)ccc2N2CCCC2)c1 | 1% | 4 | 4 | 0.4% | -8 | -1% | -12% | x | -7
CC1CCN(c2cc(=O)n(C3CCCCC3)c(=O)[nH]2)CC1 | -3% | -2 | -2 | 0.0% | -5 | 1% | -6% | x | -1
Next part:
SMILES | Glioma ERSR ind | D1 agonist | D1 potentiator | RXFP1 agonist | D1 antagonist | Vif-A3G inh | Vif-A3F inh | D2 potentiator | RXFP1 antag
CC(NC(=O)COc1ccccc1)C(=O)NC1=NCCS1 (configuration not stated) | -4% | 5 | 0 | 0.2% | -11 | 1% | -8% | 3 | -10
CCCC(=O)N(CCc1ccc(OC)cc1)Cc1nc2ccccc2c(=O)[nH]1 | -1% | 0 | -2 | 1.7% | 0 | 1% | -17% | 21 | -18
CSc1ccccc1OCc1cc(C(=O)N(C)Cc2c(C)n[nH]c2C)no1 | -2% | 6 | -6 | 0.2% | 1 | -3% | -1% | 14 | -5
COc1ccccc1NC(=O)Nc1ccc(-n2ccc(C(F)(F)F)n2)cc1 | 6% | 2 | -8 | 1.2% | -21 | 2% | -1% | -14 | -11
O=C(c1noc2c1CCCCC2)N1CCN(C(c2ccccc2)c2ccccc2)CC1 | -1% | x | x | x | x | 2% | -2% | x | 6
CCn1nnnc1SCC(=O)Nc1ccc(OC)cc1 | 2% | 2 | -3 | 0.4% | -14 | -5% | -9% | -7 | -2
Cc1ccc(OC/C(=N\O)C(C)(C)C)c([N+](=O)[O-])c1 | 4% | 3 | -1 | 1.0% | -5 | -5% | u | 8 | 2
C=CCNC(=O)C(C)N1C(=O)c2ccccc2C1=O (configuration not stated) | -2% | 1 | 2 | 2.0% | -9 | 1% | -12% | -5 | -4
O=C(c1cc(-c2ccccc2)on1)N1CCCCCC1 | 7% | 1 | 0 | -1.4% | 7 | -4% | -16% | 0 | -9
CCC(=O)Nc1ccc(C(=O)OCc2ccccc2Cl)cc1 | -1% | 1 | -3 | -0.1% | 8 | -4% | -7% | 3 | -38
Cc1cc(=O)c(C(=O)O)cn1Nc1ccc(Cl)cc1 | -4% | 3 | 2 | -0.2% | -3 | -2% | x | -1 | 4
COc1cc2c(cc1O)CC[C@@H]1[C@@H]2CC[C@]2(C)[C@@H](O)CC[C@@H]12 | -3%&1% | 2 | -3 | 0.2% | 14 | u | -5% | -1 | x
NNc1ccc2nnc(C(F)(F)C(F)(F)C(F)(F)F)n2n1 | -1% | 0 | -2 | 2.8% | 14 | -1% | 2% | -4 | 5
Cc1ccc(-c2cc(C(=O)N3CCCC(C(F)(F)F)C3)c3ccccc3n2)o1 (configuration not stated) | 0% | 0 | -6 | -0.2% | 3 | -6% | 2% | 0 | 1
Cc1ccc(C)c(C(=O)COc2ccccc2[N+](=O)[O-])c1 | -10% | 7 | 0 | 1.2% | 22 | -15% | -8% | -4 | 10
CCCn1c(-c2cc(OC)c(OC)c(OC)c2)nc2c1c(=O)[nH]c(=O)n2Cc1ccccc1 | -5% | 5 | x | 4.1% | 7 | -8% | -2% | 2 | -8
O=C(NCCN1CCOCC1)c1ccccc1N1C(=O)[C@@H]2Cc3c([nH]c4ccccc34)C(c3ccc(F)cc3)N2C1=O (some centres not stated) | -2% | 1 | 1 | 1.4% | -13 | -5% | -6% | 7 | x
CC1=Nc2nc(N3CCCCCC3)c(C#N)c3c4c(nc(c23)N1)N(c1ccc2ccccc2c1)C(=O)C4 | -4% | x | x | x | x | -6% | -6% | x | -14
Cc1nnc(SC(C)C(=O)NCC2CCCO2)s1 (configuration not stated) | -4% | 4 | x | 1.7% | -6 | 0% | -6% | -9 | -4
CC(=O)OC(C(=O)NC1CCCCC1)c1cccc(C)c1 (configuration not stated) | -3% | 2 | -10 | -0.9% | -9 | 0% | -3% | 2 | -9
CCOc1ccccc1OCCCC(=O)NNC(=O)c1ccc(F)cc1 | 0% | x | x | x | x | -1% | -9% | x | -2
CCC1=NN2C(=N)/C(=C\c3ccc(OCCOc4ccccc4)c(OC)c3)C(=O)N=C2S1 | x | 3 | 1 | 0.0% | 2 | x | x | -1 | x
Cc1cccc(C(=O)NNS(=O)(=O)c2ccc(F)cc2)c1 | -3% | -1 | -19 | 1.4% | -11 | 0% | 3% | -6 | 3
O=C(CSc1nnc(-c2ccccc2Br)o1)N1CCOCC1 | -3% | 3 | 0 | 0.7% | -1 | 0% | -17% | -7 | 1
Cc1cc(C)c2nc3c(c(C(=O)O)c2c1)CCC3 | -4% | 3 | 0 | 4.0% | 7 | -3% | 6% | 3 | -5
Next records follow.
SMILES | Glioma ERSR ind | D1 agonist | D1 potentiator | RXFP1 agonist | D1 antagonist | Vif-A3G inh | Vif-A3F inh | D2 potentiator | RXFP1 antag
CCOC(=O)c1cccc(NC(=O)C(C)n2c(C)c3cnn(-c4ccccc4)c(=O)c3c2C)c1 (configuration not stated) | -4% | 21 | -1 | 1.2% | 10 | 3% | -2% | 11 | x
Cc1cccc(N2C(=O)CC(Sc3nc(-c4ccccc4)c4cc(Cl)ccc4n3)C2=O)c1 (configuration not stated) | 0% | 1 | -1 | 4.9% | -1 | 0% | -7% | 13 | -10
CC12CCC(=O)N1C(C(=O)N1CCN(c3ccccc3)CC1)CS2 (configuration not stated) | -3% | 3 | -1 | 2.5% | -16 | 1% | 8% | -9 | 0
CCOC(=O)c1c(C)oc2ncnc(N3CCN(c4cccc(Cl)c4)CC3)c12 | -4% | 2 | -3 | -0.4% | -7 | -22% | -15% | 2 | x
CC(C)(C)SCCNS(=O)(=O)c1ccc2ccccc2c1 | 7% | 3 | -1 | 1.2% | 7 | 0% | -7% | 0 | -4
N#Cc1c2c(c(=S)n(-c3ccccc3)c1N)CCCC2 | 0% | 1 | 1 | 1.6% | 0 | -1% | -4% | 7 | -10

These rows are one share of the data; count on the stated rates, not on these rows.
